Screening data: PubChem, National Center for Advancing Translational Sciences (NCATS)
KAT2A inh – qHTS Assay for Inhibitors of GCN5L2; GCN5L2 HAT assay, ThioGlo1 CoA-SH fluorescence; Potency, µM (titrated, usually from 58.9 µM), inactives show at the top dose activity change, negative = inhibition, hits mostly inhibitors; Histone acetyltransferase KAT2A (Homo sapiens), Q92830; 390,000 compounds, 0.21% hits; AID 504327, 2011
Target sequence (Q92830 whole entry, looked up): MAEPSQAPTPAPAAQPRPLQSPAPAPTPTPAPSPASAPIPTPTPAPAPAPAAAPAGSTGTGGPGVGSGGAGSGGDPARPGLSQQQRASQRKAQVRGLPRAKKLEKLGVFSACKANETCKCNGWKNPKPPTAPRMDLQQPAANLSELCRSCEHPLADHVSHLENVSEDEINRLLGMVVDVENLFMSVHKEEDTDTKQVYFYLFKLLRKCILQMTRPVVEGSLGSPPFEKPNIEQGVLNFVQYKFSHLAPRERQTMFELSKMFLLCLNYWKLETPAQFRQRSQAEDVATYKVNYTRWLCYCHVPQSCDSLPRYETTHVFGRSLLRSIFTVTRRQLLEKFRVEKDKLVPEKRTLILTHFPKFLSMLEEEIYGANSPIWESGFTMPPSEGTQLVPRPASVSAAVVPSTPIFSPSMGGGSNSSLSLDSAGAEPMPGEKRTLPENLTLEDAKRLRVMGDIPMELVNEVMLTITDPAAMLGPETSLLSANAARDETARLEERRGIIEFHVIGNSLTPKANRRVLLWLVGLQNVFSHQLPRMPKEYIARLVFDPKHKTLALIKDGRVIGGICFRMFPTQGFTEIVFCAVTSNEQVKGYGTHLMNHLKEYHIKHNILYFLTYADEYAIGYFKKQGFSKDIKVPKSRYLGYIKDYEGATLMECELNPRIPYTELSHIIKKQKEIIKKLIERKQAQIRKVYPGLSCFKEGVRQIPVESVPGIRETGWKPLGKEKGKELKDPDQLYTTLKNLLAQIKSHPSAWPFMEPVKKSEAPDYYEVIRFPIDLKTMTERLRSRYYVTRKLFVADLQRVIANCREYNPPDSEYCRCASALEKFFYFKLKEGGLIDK
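GCN5L2 (20 nM) in 50mM HEPES pH 7.5, 0.1mM EDTA, 0.01% Tween-20 preincubated 15 min with compounds at room temperature. Reaction started with H3(1-25) 75uM, acetyl-CoA 70uM, ThioGlo1 50uM; CoA-thiol fluorescence (Ex340/Em540) read at 0 and 20 min.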
TDP1 cell CPT – qHTS for Inhibitors of human tyrosyl-DNA phosphodiesterase 1 (TDP1): qHTS in cells in presence of CPT. chicken DT40 Tdp1-/-;hTDP1 cells + 20 nM CPT, ATP luminescence, 48 h. Potency, µM (highest dose often 46.2 µM), for the others: at the highest dose activity change, negative = growth inhibition, usual class: inhibitors. 420,000 compounds, 12% hits; further: nearly all actives have a fitted effect of over 55% in size
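Chicken DT40 Tdp1-/- cells stably complemented with human TDP1 were seeded at 400 cells/well in medium containing 20 nM camptothecin, exposed to pin-transferred compounds, and grown at 37 °C for at least 48 hr. Viability was read as ATP luminescence.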
TDP1 cell noCPT – qHTS for Inhibitors of human tyrosyl-DNA phosphodiesterase 1 (TDP1): qHTS in cells in absence of CPT; 420,000 compounds, 15% hits; DT40 Tdp1-/- hTDP1 cells, no CPT, ATP luminescence, 48 h; Potency, µM (highest dose often 46.2 µM), without a hit: at the highest dose activity change, negative = growth inhibition, usual class: inhibitors; further: nearly all actives have a fitted effect of over 55% in size
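Chicken DT40 Tdp1-/- cells stably complemented with human TDP1 were seeded at 400 cells/well with DMSO in place of 20 nM camptothecin. After compound pinning, cells grew at least 48 hr at 37 °C; viability read by CellTiter-Glo luminescence.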
* = called active by the depositor; ? = inconclusive; / = not tested or not shown; [ ] = dose if it differs, or a comment. The call rests on the fitted dose curve; in most records, active means well fitted curve in the direction sought with a large enough effect; inconclusive means small, poorly fitted or top-dose-only effect, or another doubt; inactive means no such curve, though single readings can be large; an effect the other way counts as inactive or inconclusive. On the % scale 0 is the no-effect control and ±100 the full control effect; potency means the concentration at half of the fitted maximal effect.

The first 4 entries, ahead of the listing:
SMILES	KAT2A inh	TDP1 cell CPT	TDP1 cell noCPT
O=C(O)c1ccc(-n2c(/C=C/c3cccc([N+](=O)[O-])c3)nc3ccccc3c2=O)cc1	-0.5%	4.3%	?
COc1ccc(NC(=O)Cc2ccc(NC(=O)N3CCCCc4ccccc43)cc2)c(OC)c1	27.0%	?	?
Cc1cccc(C)c1-n1nnnc1C1(C)CCC(=O)N1Cc1ccco1 (centres undefined)	/	4.2%	-13.6%
O=C(COC(=O)c1ccccc1C(=O)OCC(=O)NCCc1c[nH]c2ccccc12)NCCc1c[nH]c2ccccc12	-12.5%	?	23.1µM*

This part in full, from the start:
SMILES	KAT2A inh	TDP1 cell CPT	TDP1 cell noCPT
O=C(O)c1ccc(-n2c(/C=C/c3cccc([N+](=O)[O-])c3)nc3ccccc3c2=O)cc1	-0.5%	4.3%	?
COc1ccc(NC(=O)Cc2ccc(NC(=O)N3CCCCc4ccccc43)cc2)c(OC)c1	27.0%	?	?
Cc1cccc(C)c1-n1nnnc1C1(C)CCC(=O)N1Cc1ccco1 (centres undefined)	/	4.2%	-13.6%
O=C(COC(=O)c1ccccc1C(=O)OCC(=O)NCCc1c[nH]c2ccccc12)NCCc1c[nH]c2ccccc12	-12.5%	?	23.1µM*
CCOc1ccc(C(NC(=O)/C=C/c2ccco2)c2ccc(OC)c(OC)c2)cc1 (centres undefined)	39.1%	0.9%	0.3%
C=CCn1c(O)c(N=NC(=S)Nc2ccc(OC)c(Cl)c2)c2ccccc21	-5.9%	4.61µM*	2.59µM*
Cc1ccc(OCc2ccc(-c3nc(C#N)c(NCc4ccccc4Cl)o3)o2)cc1	-6.1%	?	?
CCC(CO)NCc1ccc(OC2CCCC2)cc1 (centres undefined)	-3.9%	?	?
O=C(c1ccsc1)N1CCCC(N2CCN(c3ccccc3F)CC2)C1 (centres undefined)	-2.0%	-27.4%	?
CCOC(=O)CSc1nc(C2CC2)cc(-c2ccc(Cl)cc2)c1C#N	-19.2%	-18.4%	?
COc1ccc(C)cc1S(=O)(=O)Nc1cccnc1	-3.7%	-2.7%	-7.3%
COc1ccc(-n2c(NCCN(C)C)nc3sc4c(c3c2=O)CCCCC4)cc1	-10.7%	?	16.4µM*
O=C(CSCc1cccc(Br)c1)N/N=C/c1ccc2c(c1)OCO2	-14.9%	?	-12.5%
COC(OC)c1ccnc(-c2ccc(OC(=O)c3ccccc3)cc2)n1	-12.4%	41.5%[activator]	-16.0%
COc1ccc(CCC(C)Nc2cccc(F)c2)cc1 (centres undefined)	-23.4%	-14.3%	-23.4%
Cc1cc(N/C(=N/S(=O)(=O)c2ccc(F)cc2)c2ccccc2)n(-c2ccccc2)n1	-4.0%	-22.4%	-17.7%
CNC(=S)NN(C)c1nc(C)cc(C)n1	-6.2%	-0.9%	-17.1%
Cc1ccc(S(=O)(=O)N2CCN(C(=O)CN3CCCC3)C2)cc1	-2.2%	-10.3%	6.3%
O=C(O)C1Cc2ccccc2CN1S(=O)(=O)c1ccccc1 (centres undefined)	-1.7%	10.1%	-1.5%
Cc1ccc(CNC(=O)C2CCCCC2C(=O)O)cc1 (centres undefined)	0.6%	-16.2%	-21.0%
CCc1ccc(S(=O)(=O)/N=C2/C=C(Sc3ncn[nH]3)C(=O)c3ccccc32)cc1	31.6µM*	0.651µM*	0.731µM*
Cc1ncn2cc(-c3ccc(Cl)cc3Cl)[nH]c(=O)c12	-7.6%	?	?
CCN(CC(=O)Nc1ccc(S(=O)(=O)N2CCCCC2)cc1)Cc1ccccc1	-2.5%	11.6µM*	?
CC(=O)c1ccc(N2CCN(C(=O)c3cc4ccc5cccnc5c4[nH]3)CC2)cc1	-27.6%	14.6µM*	18.4µM*
Cc1ccc(NC(=O)COC(=O)C2CC(=O)N(Cc3ccccc3)C2)cc1F (centres undefined)	0.0%	12.4%	-28.1%
O=C(NCCN1CCCC1)c1ccc2c(c1)N(Cc1ccc(F)cc1)C(=O)c1ccccc1S2=O (centres undefined)	1.7%	?	?
Cc1ccc(CN2C(=O)C3(c4ccccc42)N(c2cccc(F)c2)C(=O)CS3(=O)=O)cc1 (centres undefined)	-1.1%	14.6µM*	?
C=C(C)c1cccc(C(C)(C)NC(=O)N2CCOCC2)c1	-1.0%	2.3%	-14.9%
Cc1ccc(C(=O)NC(=S)NCc2cccnc2)cc1C	-2.3%	-3.8%	-8.7%
Nc1cccc2c(=O)c3ccccc3[nH]c12	-21.1%	13µM*	8.2µM*
CCc1ccc(OCC2c3cc(OC)c(OC)cc3CCN2C(=O)Cc2ccc(OC)c(OC)c2)cc1 (centres undefined)	3.5%	?	?
COc1ccc2nc(NC(=O)C3CCCN(S(=O)(=O)c4cccc5nonc45)C3)sc2c1 (centres undefined)	-10.4%	?	?
O=C(c1ccc2c(c1)OCCO2)C1CCN(S(=O)(=O)c2ccc(F)cc2)CC1	-7.6%	-21.4%	?
COc1ccccc1CN1[C@@H](CC(=O)O)c2cc(F)ccc2S1(=O)=O	/	7.5%	-2.2%
Cn1cc(C(=O)N/N=C/c2c(O)ccc3ccccc23)ccc1=O	0.9%	5.17µM*	3.66µM*
COc1cc(CC(=O)OCC(=O)NC2CCCCC2C)cc(OC)c1OC (centres undefined)	-3.7%	-15.3%	23.5%
Nc1nc(NC(=O)c2ccc(Cl)cc2)nn1-c1ccccc1	-4.6%	-1.3%	-7.8%
OC1(c2ccc3ccccc3c2)CCN(Cc2ccccc2)C1 (centres undefined)	-6.3%	-24.6%	?
O=C(CSc1nc2ccccc2c(=O)[nH]1)N1CCN(S(=O)(=O)c2ccccc2)CC1	-1.7%	?	-18.3%
CCOC(=O)c1c(NC(=O)COC(=O)c2ccc(O)cc2)sc(C(=O)NC)c1C	/	18.4µM*	20.6µM*
Cc1cc(C)c(C#N)c(SCC(=O)N2CCCCC2)n1	-2.5%	-2.7%	-11.0%
Nc1c(C(=O)c2ccc(Br)s2)oc2ccccc12	-2.0%	0.1%	-6.6%
CC(=O)Nc1ccc(NC(=O)c2ccc(OCc3c(C)noc3C)cc2)cc1	-4.9%	-19.9%	-8.9%
CC(C)Cc1ccc(-c2cc3nc(NCCc4ccc(S(N)(=O)=O)cc4)ccn3n2)cc1	/	23.1µM*	11.6µM*
O=C(COC(=O)CCc1nc2ccccc2c(=O)[nH]1)NC1CCS(=O)(=O)C1 (centres undefined)	-5.8%	4.0%	6.6%

Compound profiles (already shown). Order of screens: KAT2A inh | TDP1 cell CPT | TDP1 cell noCPT
CCOC(=O)c1c(NC(=O)COC(=O)c2ccc(O)cc2)sc(C(=O)NC)c1C is listed with / | 18.4µM* | 20.6µM*
Nc1c(C(=O)c2ccc(Br)s2)oc2ccccc12 is listed with -2.0% | 0.1% | -6.6%

Next part.
SMILES	KAT2A inh	TDP1 cell CPT	TDP1 cell noCPT
COc1ccc(CNc2ncncc2-c2ccccc2CN(C)C)c(OC)c1	-16.5%	-22.4%	-22.9%
Cc1cccc(C)c1OCc1cc(C(=O)N2CCN(C3CCCC3)CC2)no1	-1.6%	?	?
N#C/C(=C\c1ccc[nH]1)C(=O)c1ccccc1	-4.0%	2.8%	?
CC1(C)Cc2c(sc(NC(=O)c3ccc4c(c3)OCCO4)c2C(N)=O)C(C)(C)N1	-4.0%	-2.7%	11.5%
CCn1c(CNC(=O)c2ccccc2OC)nnc1SCC(=O)c1ccc(F)cc1	-0.5%	4.5%	7.1%
CCOc1cc(/C=N/NC(=O)c2ccc(CN3CCOCC3)cc2)ccc1OCc1ccccc1	-0.2%	?	18.4µM*
COCCCN1C(=O)C(=O)/C(=C(/O)c2ccc(OC)cc2)C1c1cccc(OC)c1 (centres undefined)	-4.1%	12.7%	0.9%
Clc1ccccc1OCCn1ccnc1	/	-16.6%	?
O=C(c1cccc(F)c1)N1CCC2(CCCN(c3ncccn3)C2)CC1	-5.8%	-8.6%	?
COc1ccc(CNC(=O)CC2C[C@H](C(=O)N3CCOCC3)[C@@]3(C)c4[nH]c5ccccc5c4CCN3C2=O)cc1OC (some centres undefined)	-3.2%	-22.2%	-15.5%
O=C(NCc1cccnc1)c1cc(C2CCCCN2S(=O)(=O)c2ccc(F)cc2F)on1 (centres undefined)	/	?	?
COc1cc2ccccc2cc1C(=O)NCCCN1CCOCC1	3.0%	33.4%[activator]	9.4%
COc1cccc(C2C3=C(CC(C)(C)CC3=O)Nc3cc4c(cc32)OCO4)c1 (centres undefined)	-14.7%	-21.7%	-10.7%
CC(C)C(NS(=O)(=O)c1cccc(C(F)(F)F)c1)C(=O)NCc1cccs1 (centres undefined)	-7.6%	1.1%	?
CC(C)C(C(=O)NC1CCCC1)N(CC1CCCO1)C(=O)CNS(=O)(=O)c1ccc(F)cc1 (centres undefined)	-1.6%	8.6%	-23.5%
O=S1(=O)CC(N2CCCC2)CN1Cc1cn(Cc2cccc(C(F)(F)F)c2)nn1 (centres undefined)	/	-1.6%	-15.6%
C/C(=N\NC(=S)Nc1c(C)cccc1C)c1cc2ccccc2o1	-0.6%	3.26µM*	2.06µM*
O=C(c1cccc(F)c1)N1CCC2(CCCN(C(c3ccccc3)c3ccccc3)C2)CC1	-11.5%	?	?
Cc1ccc(S(=O)(=O)N2CCOCC2)cc1-c1n[nH]c(=S)n1-c1ccccc1	-4.9%	-23.4%	9.5%
COc1ccc(-c2ccc(CCC(=O)O)n2CC2CCCO2)cc1 (centres undefined)	-4.8%	5.6%	?
CCOC(=O)c1c(NC(=O)/C=C/c2ccc(OC)c(OC)c2)sc(C(C)=O)c1C	6.1%	-10.0%	-4.9%
Nc1ccc2nc(-c3ccc(-c4nc5ccc(N)cc5[nH]4)cc3)[nH]c2c1	-15.6%	?	?
CN1C(=O)C2(OCC(C)([N+](=O)[O-])CO2)c2ccccc21 (centres undefined)	-4.9%	-2.5%	-10.6%
S=c1[nH]nc(-c2ccccc2)n1/N=C/c1cccs1	0.3%	-0.7%	-17.7%
N#Cc1ccccc1S(=O)(=O)N1CCNS(=O)(=O)c2ccccc21	-2.4%	9.7%	-1.1%
Cc1cc(NC(=O)CSc2ccc(-c3ccccc3)nn2)no1	?	-17.5%	-16.0%
CCN(C(=O)COC(=O)/C=C/c1cccc(Br)c1)C1CCS(=O)(=O)C1 (centres undefined)	-2.0%	3.1%	-9.9%
Cc1noc(/C=C/c2ccco2)c1S(=O)(=O)N1CCC(C(=O)N2c3ccccc3CC2C)CC1 (centres undefined)	-4.2%	14.6µM*	18.4µM*
CCc1ccc2oc(-c3cc(N=Cc4cccc(OC)c4O)ccc3O)nc2c1	-12.4%	-29.2%	-25.3%
Cc1ccc2nc(-c3ccsc3)c(NC3CCCC3)n2c1	-7.7%	10.3µM*	13µM*
COc1ccccc1NC(=O)C1CCOC1=O (centres undefined)	/	10.2%	0.0%
O=C(c1ccc(OCC2CCCO2)cc1)N1CCN(S(=O)(=O)c2cccc(F)c2)CC1 (centres undefined)	3.0%	-17.3%	?
O=S1(=O)N=C(Nc2ccc(S(=O)(=O)N3CCCCC3)cc2)c2ccccc21	-1.9%	?	?
COc1cccc(CC2(CO)CCN(C(=O)NC3CCCCC3)CC2)c1	-1.9%	23.1µM*	-28.0%
Cc1cccc(N2CN=c3s/c(=C\c4ccccn4)c(=O)n3C2)c1	-0.1%	-13.7%	-12.0%
O=c1oc2ccccc2c(NC2CCCCC2)c1NS(=O)(=O)c1ccc(F)cc1	-20.0%	?	?
CC(=O)NCCc1ccc(C(=O)COC(=O)C2CCCCC2)cc1	-6.7%	-14.4%	-16.8%
CCN1CCN(C(=O)c2sc3nc(C)nc(N4CCC(C)CC4)c3c2C)CC1	-13.8%	-13.0%	?
CC1=C(c2ccc(C)c(C)c2)S(=O)(=O)N=C1N1CCN(c2cccc(C)c2)C(C)C1 (centres undefined)	-3.5%	18.4µM*	10.3µM*
Cc1onc(NC(=O)c2ccc([N+](=O)[O-])o2)c1Br	-10.4%	-19.5%	?
CCc1nnc(NC(=O)[C@@H](NC(=O)c2cc(OC)cc(OC)c2)C(C)C)s1	-3.7%	-6.5%	0.5%
COCCn1c(C)cc(C(=O)COC(=O)c2cncc(Br)c2)c1C	-0.5%	?	?
COc1cccc(C(C(=O)NC(C)(C)C)N(C(=O)CCC(=O)Nc2cc(C)on2)C2CC2)c1OC (centres undefined)	-6.5%	-10.2%	-9.0%
CC(C)(C)OC(=O)N[C@H](C(=O)OC(C)(C)C)c1ccc2ccccc2c1	-12.3%	8.2µM*	-26.6%
Cc1cccn2c(=O)c3cc(C(=O)N4c5ccccc5CC4C)n(C)c3nc12 (centres undefined)	-11.2%	18.4µM*	16.4µM*
